# TRPC4 PAM: allosteric potentiators of mouse TRPC4 channel. B-score at 10 µM. 310,000 tested, 0.42% active. HEK293 TRPC4beta/mu-opioid, DAMGO EC20, Fluo-4 Ca2+ flux; hits give high values. Q9QUQ5;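 active means B-score of calcium response area above 5 SD of library B-scores, with initial fluorescence ratio within 5 SD of library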;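 further: B-score of integrated fluorescence ratio over time as area under calcium response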
# MrgX1 antag: antagonists of human MrgX1 receptor; B-score at 10 µM; AID 588676; 310,000 tested, 1.3% active; Q96LB2; MRGX1-HEK293 calcium flux, Fluo-4, BAM8-22 antagonism; hits give low values;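 active means calcium-response B-score plate-corrected more than 3 library SD below zero, starting fluorescence within 5 deviations, no agonist response on first addition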;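 further: peak minus trough fluorescence over baseline after final BAM8-22 challenge near maximal dose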
# TRPC6 activator: activates the mouse TRPC6 cation channel; Q61143; HEK293-TRPC6 membrane potential dye fluorescence; hits give high values; B-score at 10 µM; 310,000 tested, 0.13% active;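 active means B-score of the integrated fluorescence ratio above library mean plus 3 SD, and starting fluorescence ratio within library mean plus 5 SD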;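 further: higher score means more depolarization so channel activation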
# Target sequence (Q61143 whole entry, looked up): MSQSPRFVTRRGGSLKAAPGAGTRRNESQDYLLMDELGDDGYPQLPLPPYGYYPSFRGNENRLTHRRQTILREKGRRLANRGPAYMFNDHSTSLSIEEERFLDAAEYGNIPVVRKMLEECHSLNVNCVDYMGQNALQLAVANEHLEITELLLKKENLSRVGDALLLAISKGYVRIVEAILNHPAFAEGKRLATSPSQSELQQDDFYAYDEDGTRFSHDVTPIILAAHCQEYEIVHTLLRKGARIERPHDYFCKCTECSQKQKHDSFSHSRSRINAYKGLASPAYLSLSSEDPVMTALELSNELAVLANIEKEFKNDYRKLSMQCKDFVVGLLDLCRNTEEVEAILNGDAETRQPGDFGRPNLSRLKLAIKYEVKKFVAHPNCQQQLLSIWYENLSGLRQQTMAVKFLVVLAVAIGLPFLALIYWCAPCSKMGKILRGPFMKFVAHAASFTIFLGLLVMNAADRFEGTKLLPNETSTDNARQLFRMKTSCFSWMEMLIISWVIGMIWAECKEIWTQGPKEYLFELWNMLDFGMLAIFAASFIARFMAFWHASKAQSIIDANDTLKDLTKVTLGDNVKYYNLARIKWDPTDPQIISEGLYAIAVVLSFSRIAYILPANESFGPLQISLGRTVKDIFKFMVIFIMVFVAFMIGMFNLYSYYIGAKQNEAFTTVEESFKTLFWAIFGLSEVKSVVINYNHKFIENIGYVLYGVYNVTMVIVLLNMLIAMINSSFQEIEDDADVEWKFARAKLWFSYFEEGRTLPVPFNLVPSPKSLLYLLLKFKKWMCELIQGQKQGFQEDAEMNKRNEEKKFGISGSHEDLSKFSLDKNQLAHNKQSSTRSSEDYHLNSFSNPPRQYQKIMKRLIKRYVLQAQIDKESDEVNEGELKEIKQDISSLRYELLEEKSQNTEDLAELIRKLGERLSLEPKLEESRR
# SKKanGAS inh: inhibitors of SKKanGAS S. pyogenes growth in kanamycin (SK-promoter or general growth effect); BacTiter-Glo, 6 h; inhibition, % at 7.5 µM; 300,000 tested, 1.3% active; AID 1662;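 active means mean replicate score, as percent of positive control median, at least 50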;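 further: strain carries kanamycin resistance gene driven by streptokinase promoter and grows in 40 µg/ml kanamycin; loss of luminescence reflects streptokinase promoter inhibition or plain growth inhibition; 0% = median of DMSO wells and 100% = positive control at its reference dose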
# IEC-6 tox: kills IEC-6 intestinal cells in KLF5 counter-screen. IEC-6 cytotoxicity, luminescence viability. AID 1825. inhibition, % at 5 µM. 290,000 tested, 0.78% active; in the data active means inhibition above about 22%;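 further: 0% = plate median of test compound wells and 100% = cytotoxic reference compound wells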
# TRPC4 act: TRPC4 (mouse) channel activation; Q9QUQ5; HEK293 TRPC4beta/mu-opioid, Fluo4 calcium fluorescence; hits give high values; B-score at 10 µM; 310,000 tested, 0.49% active; AID 2237;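 active means B-score above 5 SD of library B-scores, and initial fluorescence ratio not above library mean plus 5 SD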;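 further: positive B-score marks a calcium rise read as TRPC4 activation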
#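 Assay system: HEK293 stable line with TRPC4beta plus mu-opioid receptor; schedule: 45 min room-temperature Fluo4 loading, 110 s read; technique: kinetic Fluo4 calcium fluorescence; evaluation: integrated baseline-normalised fluorescence ratio, converted to per-well B score; controls: buffer (low) and maximal DAMGO (high)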
# aSyn 5UTR inh: 5' untranslated region of α-synuclein, MLPCN primary screen. 300,000 tested, 0.82% active. inhibition, % (tested at 7.5 µM). alpha-synuclein 5'UTR reporter, inhibitor activity; in the data active means inhibition above about 60%;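 further: H4 neuroglioblastoma cells stably carrying SNCA 5'UTR luciferase fusion; 0% = DMSO wells and 100% = positive control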
# TRPC4 block: inhibitors of mouse TRPC4 channel. Q9QUQ5. 300,000 tested, 0.39% active. AID 2247. B-score at 10 µM. HEK293 TRPC4beta/mu-opioid, DAMGO-evoked Fluo4 calcium flux; hits give low values;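 active means B-score over 3 SD under the library average, no early fluorescence shift, positive overall ratio signal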
#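 Assay system: HEK293 cells with stable TRPC4beta plus mu-opioid receptor expression; Probe or stimulus: DAMGO in two steps, submaximal then maximal; Dosing: single-point compound dosing; Measured by: Fluo4 calcium-dye fluorescence, kinetic read; Read-out basis: B score from integrated Fluo4 fluorescence ratio.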
# HIF activator: HIF pathway transcriptional activation. activation, % at 7.5 µM (by protocol). 300,000 tested, 0.32% active. U2OS HRE-luciferase reporter, luminescence; normalized: DMSO 0%, desferrioxamine 100%;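 active means mean activation of at least 10% of the iron chelator positive control signal, with at least half of replicates also reaching 10%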
# TRPC6 inhibitor: blocks the mouse TRPC6 cation channel; Q61143; AID 2553; HEK293-TRPC6, membrane potential dye, ACh-evoked depolarization; hits give low values; 310,000 tested, 1.1% active; B-score at 10 µM;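 active means B-score under library mean minus 3 SD, initial fluorescence not abnormally high, positive integrated signal ratio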;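 further: B-score derived from integrated fluorescence ratio over the kinetic read; more negative B-score means stronger inhibition of depolarization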
# KLF5 inhibitor: inhibitors of KLF5 expression; DLD-1 KLF5 promoter-luciferase reporter, luminescence; inhibition, % at 5 µM; 290,000 tested, 0.23% active; AID 1700;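 active means inhibition above a per-plate limit of that plate's mean compound inhibition plus 3 SD, cut at about 60% in these data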;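 further: 0% = DMSO wells and 100% = LY294002 at 200 µM; higher means less KLF5 promoter-driven luciferase light; inactives centre near -14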
# The depositor's hits bear a star; i = inactive; / = not tested or not shown.
SMILES,IEC-6 tox,HIF activator,TRPC4 block,SKKanGAS inh,TRPC6 activator,KLF5 inhibitor,aSyn 5UTR inh,MrgX1 antag,TRPC4 act,TRPC4 PAM,TRPC6 inhibitor
COc1ccc(CNC(=O)C2CCN(S(=O)(=O)c3ccc4c(c3)CC(C)N4C(=O)C3CC3)CC2)cc1 (stereo not drawn),-1,-0.3,i,-3,i,-33,0,i,i,i,i
O=C(Nc1nc(-c2ccc(Cl)s2)cs1)c1ccncc1,1,0.1,i,-4,i,-22,-42,i,i,i,i
O=C(Cc1ccc(Br)cc1)Nc1ncc([N+](=O)[O-])s1,8,4.0,i,9,i,-68,-105,i,i,i,i
CC1(C)OC(C)(C)/C(=C/Nc2ccccc2)C1=O,8,0.0,i,-10,i,-19,4,i,i,i,i
N#CCC(=O)Nc1ccc(C(=O)OCc2ccccc2Oc2ccccc2)cc1,-6,-0.5,i,14,i,10,-6,i,i,i,i
O=C(Nc1ccc(N2CCOCC2)c(Cl)c1)c1ccc2c(c1)OCCO2,7,4.4,i,-4,i,-79,-93,i,i,i,i
O=C(NCC(c1ccco1)N1CCN(c2ccc(F)cc2)CC1)C(=O)NC1CC1 (stereo not drawn),/,1.0,i,-2,i,/,0,i,i,i,i
CCOC(=O)CNC(=O)CSc1nnc(-c2ccccc2)n1Cc1ccco1,4,0.0,i,-3,i,-16,9,i,i,i,i
COc1cc(OC)cc(C(=O)NC(=S)Nc2cccnc2)c1,8,0.8,i,-2,i,-16,-2,i,i,i,i
CC(=O)Nc1ccc(/C(C)=N\NC(=O)c2ccc(-c3ccccc3)cc2)cc1,26*,-0.4,i,3,i,-56,96*,i,i,i,i
CC(=O)N(C)/C=C1\Sc2ccccc2C1=O,-1,0.4,i,3,i,-12,-7,i,i,i,i
NC(=O)C1CCN(c2ccc(S(=O)(=O)N3CCC(Cc4ccccc4)CC3)cn2)CC1,6,-0.2,i,0,i,-10,-5,i,i,i,i
Cc1ccc(N2CC(C(=O)Nc3ccc(S(=O)(=O)Nc4ncccn4)cc3)CC2=O)cc1C (stereo not drawn),-2,-0.7,i,7,i,-3,-1,i,i,i,i
CC1(C)Cc2c(sc(NC(=O)/C=C/C(=O)O)c2C#N)CO1,-7,-0.4,i,9,i,8,15,i,i,i,i
CCOc1ccc(C2CC(=O)NC3=C2C(=O)CCC3)cc1Cl (stereo not drawn),-3,-0.5,i,-1,i,-7,0,i,i,i,i
CC(=O)N1CCN(C(=O)c2ccc(C(=O)c3ccccc3)cc2)CC1,-1,-0.1,i,-3,i,-8,1,i,i,i,i
Cc1ccc(CC(=O)N/N=C/c2ccc(OC(=O)c3ccc([N+](=O)[O-])cc3)cc2)cc1,-4,-0.5,i,5,i,-3,4,i,i,i,i
CC(=O)c1ccc(-c2nnc(CCC(=O)N(C)Cc3cccc4cnccc34)o2)s1,-4,0.9,i,2,i,-9,29,i,i,i,i
CCOC(=O)CN(C(=O)CCC(=O)Nc1cc(C)on1)C(C(=O)NC1CCCC1)c1cccnc1 (stereo not drawn),-3,-0.3,i,-8,i,-10,22,i,i,i,i
COc1ccccc1Oc1nc2c(c(=O)n(Cc3ccccc3F)c(=O)n2C)n1C,3,-0.2,i,11,i,-5,8,i,i,i,i
COCCCN(Cc1cccs1)S(=O)(=O)c1csc(C(N)=O)c1,5,/,i,1,i,16,-1,i,i,i,i
CN(C)c1ccc(C(=O)Nc2ccc(CN3CCS(=O)(=O)CC3)cc2)cc1,-2,1.3,i,2,i,-91,-45,i,i,i,i
CCn1c(CCCNC(=O)c2ccco2)nc2ccccc21,3,-0.5,i,1,i,-14,12,i,i,i,i
O=S(=O)(/N=C(/Nc1ccc(F)cc1F)c1ccccc1)c1ccc(Br)cc1,-1,-3.0,i,3,i,-15,28,i,i,i,i
Nc1nc(SCC(=O)c2ccc([N+](=O)[O-])cc2)n[nH]1,0,0.1,i,9,i,-9,6,i,i,i,i
Cc1ccc(-n2nnnc2SCC#N)cc1,5,0.0,i,2,i,4,-6,i,i,i,i
O=C(CS(=O)c1cccc(Cl)c1)Nc1ccccc1Cl (stereo not drawn),-4,0.0,i,5,i,7,6,i,i,i,i
CCn1nnnc1SCC(=O)N1c2ccccc2Sc2ccccc21,1,0.2,i,-6,i,-39,3,i,i,i,i
Cc1ccc(CNC(=O)c2ccc3c(c2)NC(=O)C(N2CCOCC2)S3)cc1 (stereo not drawn),2,-0.1,i,-8,i,-29,7,i,i,i,i
O=C(N/N=C/c1ccccn1)c1cc([N+](=O)[O-])cc([N+](=O)[O-])c1,-2,1.6,i,16,i,-4,-22,i,i,i,i
Cc1ccccc1Nc1nc(-c2sc(NC(=O)c3ccco3)nc2C)cs1,2,-0.3,i,26,i,-19,2,i,i,i,i
O=[N+]([O-])c1ccccc1Nc1c2ccccc2nc2ccccc12,3,-2.2,i,-9,i,-10,-38,i,i,i,i
COc1cnc(-c2ccccc2)[nH]c1=O,-3,0.1,i,9,i,-26,-22,i,i,i,i
Cc1ccccc1CNC(=O)C1CCC(=O)N(Cc2cccc(F)c2)C1 (stereo not drawn),3,0.2,i,-6,i,-27,18,i,i,i,i
Cc1c(NC(=O)C(C)Oc2cccc(Cl)c2)c(=O)n(-c2ccccc2)n1C (stereo not drawn),/,0.4,i,6,i,/,-6,i,i,i,i
CC(=O)Nc1ccc(NC(=O)CSc2nc3c([nH]c4ccccc43)c(=O)n2-c2ccccc2F)cc1,1,0.6,i,29,i,-10,15,i,i,i,i
COc1ccc2oc(C(=O)NNC(=O)c3ccc(F)cc3)c(C)c2c1,/,0.6,i,43,i,/,-35,i,i,i,i
Cn1c(=O)oc2cc(S(=O)(=O)NCCN3CCc4ccccc4C3)ccc21,-5,0.2,i,-3,i,-6,-11,i,i,i,i
Cc1cc(C(=O)N(C)C)sc1-c1ccccc1,3,7.7,i,-4,i,-97,-132,i,i,i,i
Brc1ccc(NCc2cccc3ccccc23)nc1,1,0.5,i,27,i,-11,-5,i,i,i,i
C/C(=N\NC(=O)c1c(Cl)cnn1C)c1ccc(NC(=O)c2ccncc2)cc1,2,-0.1,i,1,i,1,-5,i,i,i,i
Cc1ocnc1C(=O)Nc1ccc(Cl)cc1,6,2.3,i,-18,i,-103,-167,i,i,i,i
O=P(COCCOCCOCCOCP(=O)(c1ccccc1)c1ccccc1)(c1ccccc1)c1ccccc1,5,-0.9,i,0,i,0,7,i,i,i,i
COc1ccc(C(=O)CN2C(=O)COc3ccccc32)cc1,-1,-0.2,i,11,i,-39,-8,i,i,i,i
CC(=O)c1ccc(NC(=O)CSc2nc(=O)n(CCN3CCOCC3)c3c2CCC3)cc1,/,0.1,i,-4,i,/,-10,i,i,i,i
S=C(NCCNC(=S)Nc1ccccc1Cl)Nc1ccccc1Cl,-1,-0.3,i,-1,i,-17,-3,-4.7*,i,i,i
COC(=O)C(C)NC(=O)c1ccc(C(C)(C)C)cc1 (stereo not drawn),-11,1.8,i,-5,i,-83,-57,i,i,i,i
CCN(CC)c1nc(N2CCN(C)CC2)nc2ccccc12,-2,-1.4,i,0,i,-30,-2,i,i,i,i
COc1ccc(C(=O)NCCNc2ncc(C(F)(F)F)cc2Cl)cc1[N+](=O)[O-],9,-0.5,i,-4,i,-32,10,i,i,i,i
COc1ccc(CN2[C@@H](CC(=O)O)c3ccc(C(F)(F)F)cc3S2(=O)=O)cc1,/,1.0,i,-9,i,/,34,i,i,i,i
COc1ccccc1C(=O)C1CCCN(C(=O)c2cn3cc(Cl)ccc3n2)C1 (stereo not drawn),-6,0.4,i,0,i,-25,1,i,i,i,-8.2*
Cc1cc(C)nc(N2CCCC(C(=O)NCc3ccc4c(c3)OCO4)C2)n1 (stereo not drawn),-2,0.8,i,5,i,-8,20,i,i,i,i
Cc1nnc(NC(=O)CN2CCN(Cc3ccc(F)cc3Cl)CC2)s1,6,0.5,i,-1,i,1,16,i,i,i,i
O=C(COc1ccc(Cl)cc1Cl)NN1C(=O)C2C3C=CC([C@@H]2C1=O)C31CC1 (stereo partly drawn),0,0.0,i,-2,i,8,-7,i,i,i,i
COC(=O)c1ccccc1NS(=O)(=O)c1cn(C)c(=O)n(C)c1=O,-3,0.2,i,-2,i,14,-2,i,i,i,i
Cc1ccc(C2=NN(CCC(=O)NCCCN3CCOCC3)C(=O)CC2)cc1,-6,-0.3,i,-3,i,-13,-40,i,i,i,i
CCN1CCN(S(=O)(=O)c2cc(C(=O)O)ccc2Cl)CC1,4,0.1,i,-2,i,-26,-3,i,i,i,i
CC(=O)Nc1ccc(NC(=O)CSc2nnc(-c3cccnc3)o2)cc1,/,-2.0,i,-4,i,/,-3,i,i,i,i
O=C(Nc1cc(Cl)ccc1-n1cncn1)c1cc(S(=O)(=O)N2CCOCC2)ccc1F,26*,-0.5,i,9,i,-8,9,i,i,i,i
C=CCn1c(CNC(=O)CCC)nc2ccccc21,-1,0.1,i,-4,i,-19,15,i,i,i,i

# 2 compounds picked at random from those above, as already listed:
SMILES,IEC-6 tox,HIF activator,TRPC4 block,SKKanGAS inh,TRPC6 activator,KLF5 inhibitor,aSyn 5UTR inh,MrgX1 antag,TRPC4 act,TRPC4 PAM,TRPC6 inhibitor
Cc1ocnc1C(=O)Nc1ccc(Cl)cc1,6,2.3,i,-18,i,-103,-167,i,i,i,i
O=P(COCCOCCOCCOCP(=O)(c1ccccc1)c1ccccc1)(c1ccccc1)c1ccccc1,5,-0.9,i,0,i,0,7,i,i,i,i

# (next part)
SMILES,IEC-6 tox,HIF activator,TRPC4 block,SKKanGAS inh,TRPC6 activator,KLF5 inhibitor,aSyn 5UTR inh,MrgX1 antag,TRPC4 act,TRPC4 PAM,TRPC6 inhibitor
OCCCNC(c1ccccc1)c1ccc(O)cc1 (stereo not drawn),-3,/,i,/,i,0,/,i,i,i,i
O=C(OCC(=O)N1CCCC1=O)c1ccc(Cl)cc1[N+](=O)[O-],/,0.0,i,-4,i,/,-6,i,i,i,i
O=C(Nc1cccc(Oc2ccc3c(c2)C(=O)NC3=O)c1)c1ccco1,-2,0.4,i,-5,i,-10,30,i,i,i,i
Cc1ccc(CNc2ccc(N3CCOCC3)c(Cl)c2)cc1,-4,2.2,i,3,i,-36,-32,i,i,i,i
CCCC(c1nnnn1Cc1ccc(OC)cc1)N1CCC(C(N)=O)CC1 (stereo not drawn),1,0.7,i,0,i,-17,8,i,i,i,i

# Compound activity (PubChem BioAssay)
